H1N1 NS1A inhibition: H1N1 influenza NS1A inhibitors, functional cell based assay (AID 504329). NS1A functional cell-based assay, percent inhibition; higher % means a stronger effect. inhibition, % at 12.5 µM, or IC50 in µM where a hit was titrated. 340,000 tested, 0.3% active; in the data active means a potency from the dose series; inconclusive means inhibition above about 27% without an active follow-up result; further: strong numbers were not always called active
PhoP GFP inhibition: PhoP regulon inhibitors, Salmonella typhi PhoP promoter GFP reporter, confirmatory (AID 1850) | 310,000 tested, 0.33% active | Salmonella Typhi PhoP-promoter GFP reporter, fluorescence, 4 h; higher % means a stronger effect | inhibition, % at 50 µM; hits with a dose series show IC50 in µM; in the data active means a potency from the dose series; inconclusive means inhibition mostly from about 25% at the one dose, without a potency; inactive means the rest, 99 in 100 with inhibition below about 19%;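 further: 0% = induced wells with vehicle and 100% = uninduced wells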
tuberculosis growth: growth inhibition of non-replicating M. tuberculosis (AID 488890) | 320,000 tested, 0.39% active | inhibition, % at 25 µM; hits with a dose series show IC50 in µM | Mycobacterium tuberculosis non-replicating, growth inhibition; higher % means a stronger effect; in the data active means a potency from the dose series; inconclusive means inhibition mostly from about 82% at the one dose, without a potency; inactive means the rest, 99 in 100 with inhibition below about 76%;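 further: plate controls were DMSO cells for no effect and high antibiotic wells for full effect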
M. tuberculosis HTS: M. tuberculosis growth inhibition, HTS (AID 449762); inhibition, % at 25 µM; hits with a dose series show IC50 in µM; 330,000 tested, 0.59% active; M. tuberculosis H37Rv growth inhibition, 7H9 media; higher % means a stronger effect; in the data active means a potency from the dose series; inconclusive means inhibition above about 70% without an active follow-up result;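 further: bacterial growth assessed after seven days of incubation; strong numbers were not always called active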
inhibitors of VEEV: inhibitors of VEEV TC-83 cytopathic effect, confirmation, Vero cells (AID 588727). inhibition, % at 20 µM, or IC50 in µM where a hit was titrated. 350,000 tested, 0.13% active. Vero cells, VEEV TC-83 cytopathic effect inhibition; higher % means a stronger effect; in the data active means a potency from the dose series; inconclusive means inhibition mostly from about 14% at the one dose, without a potency; inactive means the rest, 99 in 100 with inhibition below about 12%; further: strong numbers were not always called active
inhibitors of VEEV 10K pilot screen: also measured in inhibitors of VEEV; calls as there; inhibition, %; measured here: 10K pilot screen inhibition
Active calls of the source: *; i = inactive; ? = inconclusive; . = no result given.

SMILES	H1N1 NS1A inhibition	PhoP GFP inhibition	tuberculosis growth	M. tuberculosis HTS	inhibitors of VEEV	others
CC1CC(C)CN(CC(=O)N2CCCc3c2c(=O)oc2ccc(OCc4ccccc4)cc32)C1 (stereo not given)	-10%	-1%	60%	?	0.9%
Cc1ccc(-c2nnc(NCc3nc4ccccc4[nH]3)c3ccccc23)cc1S(=O)(=O)N(C)C	21%	-3%	34%	-3%	2.0%
COC(=O)c1cnc2c(c1C(=O)OC)c(=O)n(C)c(=O)n2C	0%	1%	2%	2%	0.4%
Cc1ccc2nc(-c3ccncc3)cc(C(=O)N3CCC4(CC3)OCCO4)c2c1	-15%	6%	8%	8%	7.7%
Nc1nnc(SCc2cn3cc(Cl)ccc3n2)s1	-2%	-8%	-8%	-4%	2.9%
CC(=O)Nc1ccc(S(=O)(=O)NNC(=O)NC23CC4CC(CC(C4)C2)C3)cc1	12%	16%	24%	13%	3.1%
COc1ccc(C2(C)NC(=O)N(CC(=O)c3cc(C)n(C4CC4)c3C)C2=O)cc1 (stereo not given)	1%	.	33%	-1%	i
COc1cc(/C=C/C(=O)OCC(=O)N2CCCc3ccccc32)ccc1OCC#N	0%	.	-1%	-6%	8.6%
Cc1cccc(NC(=O)CSc2nccn2Cc2ccco2)c1C	5%	1%	1%	4%	1.4%
O=C(Nc1ccc(Cl)cc1)C1CCC(=O)N1Cc1ccccc1Cl (stereo not given)	-11%	4%	21%	-2%	0.7%
O=C(Cc1cccs1)NCCn1ccc2ccccc21	-9%	-2%	19%	-2%	i
Cn1c(=O)c2c(ncn2CC(=O)Nc2ccc(Cl)cc2Cl)n(C)c1=O	0%	-5%	-9%	-8%	1.7%
CCOc1cc(N2CCOCC2)c(OCC)cc1NC(=O)COC(=O)C1CCCN1S(=O)(=O)c1ccccc1F (stereo not given)	-10%	.	60%	25%	i
COCCn1c(SCC(=O)c2ccc3c(c2)OCCO3)nnc1-c1ccoc1C	6%	-2%	72%	38%	0.2%
O=C(NCc1cccs1)C1CCN(S(=O)(=O)c2cccc3nsnc23)CC1	4%	-15%	.	-9%	2.2%
COc1ccccc1NS(=O)(=O)c1ccc(C)c(C(=O)NCCCN2CCCC2=O)c1	-2%	-6%	-3%	-3%	i
O=C(Nc1ccc(-n2cnnn2)cc1)C1CCCN1C(=O)NC1CCCCC1 (stereo not given)	1%	1%	2%	-6%	0.5%
O=S(=O)(c1cc(Br)ccc1Br)N1CCCCCC1	7%	2%	10%	1%	2.9%
CCOC(=O)CSc1nc2c(c(=O)n(C)c(=O)n2C)n1CCCc1ccccc1	10%	.	.	.	0.7%
COCCOC(=O)C1=C(C)NC2=C(C(=O)CC(C)(C)C2)C1c1ccc2c(c1)OCO2 (stereo not given)	-13%	-12%	9%	0%	i

Filtered by structure: the entries above with an aryl methoxy group
SMILES	H1N1 NS1A inhibition	PhoP GFP inhibition	tuberculosis growth	M. tuberculosis HTS	inhibitors of VEEV	others
COc1ccc(C2(C)NC(=O)N(CC(=O)c3cc(C)n(C4CC4)c3C)C2=O)cc1 (stereo not given)	1%	.	33%	-1%	i
COc1cc(/C=C/C(=O)OCC(=O)N2CCCc3ccccc32)ccc1OCC#N	0%	.	-1%	-6%	8.6%
COc1ccccc1NS(=O)(=O)c1ccc(C)c(C(=O)NCCCN2CCCC2=O)c1	-2%	-6%	-3%	-3%	i

Additional compounds follow.
SMILES	H1N1 NS1A inhibition	PhoP GFP inhibition	tuberculosis growth	M. tuberculosis HTS	inhibitors of VEEV	others
Cc1ccc(-c2cc(C(=O)NCc3cnn(C)c3C)c3cc(Br)ccc3n2)cc1	-1%	-4%	10%	7%	6.9%
CCCCCNC(=O)Cc1ccc(OC)cc1	-7%	0%	71%	3%	0.1%
COC(=O)c1cc(=O)n(Cc2ccccc2)c(=NCc2ccccc2)s1	.	1%	12%	10%	.
COc1ccc(C(=O)Nc2ccc(S(=O)(=O)NC(C)=O)cc2)cc1	-17%	5%	-3%	-8%	1.4%
O=C(OCc1nc2ccccc2[n+]([O-])c1C(=O)c1ccccc1)c1cccs1	5%	-4%	11%	-5%	6.8%
Cc1ccc(S(=O)(=O)N(CC(=O)Nc2cccnc2)c2cccc(Br)c2)cc1	-1%	0%	7%	0%	6.1%
CCO[C@@H]1OC(C(=O)N2CCN(Cc3ccc4c(c3)OCO4)CC2)=C[C@H](c2ccc(C(F)(F)F)cc2)[C@H]1CCCO	9%	3%	2%	66%	i
O=C(c1ccccc1)c1ccc(OCCOCCN2CCN(Cc3ccccc3)CC2)cc1	7%	-5%	?	24µM*	i
COCCN1CCc2c(C)nc3c(-c4ccc(OC)c(OC)c4)cnn3c21	7%	-5%	18%	69%	3.1%
O=[N+]([O-])c1ccc(C(c2ccc([N+](=O)[O-])cc2)c2ccc([N+](=O)[O-])cc2)cc1	-12%	.	.	.	i
CCc1cc(=O)oc2c(CNCc3c(F)cccc3Cl)c(O)ccc12	-18%	1%	-10%	6%	i
O=C(CSc1nc2ccccc2c(=O)n1-c1ccc(F)cc1F)Nc1ccc2c(c1)CCC2	-6%	-9%	36%	-5%	2.1%
Cc1cc[n+](CC(=O)N2CCCc3ccccc32)cc1	1%	-13%	0%	1%	1.4%
CCCCN(C(=O)CCC(=O)Nc1cc(C)on1)C(C(=O)NC(C)(C)C)c1cccc(OC)c1OC (stereo not given)	9%	11%	9%	-6%	2.4%
Nc1c(/C=C2\C=Nc3ccccc32)c(=O)nc2sc(CC(=O)N3CCOCC3)nn12	-3%	-4%	21%	-3%	3.5%
CS(=O)(=O)c1ccc(Cl)c(NC(=O)C2CC(=O)N(Cc3ccco3)C2)c1 (stereo not given)	-2%	7%	-1%	4%	10%
CCOCCCNC(=O)C1c2ccccc2Oc2ccccc21	-6%	-7%	0%	3%	i
COC(=O)c1cc(COc2ccc3oc(C)c(C(=O)OC(C)C)c3c2)c(C)o1	-1%	-7%	8%	?	?
CCCC[C@H]1COCCS(=O)(=O)N1Cc1cccc(Cl)c1	-7%	-2%	9%	-5%	0.6%	inhibitors of VEEV 10K pilot screen=0.9
COc1ccc(C2NC(=S)NC(C)=C2C(=O)Nc2ccccn2)cc1OC (stereo not given)	3%	-6%	-8%	-2%	1.2%
Cc1ccc(S(=O)(=O)N(C)Cc2ccc(C(=O)NN=C3C4CC5CC(C4)CC3C5)cc2)cc1	-2%	10%	15%	8%	0.2%
Cc1ccc(S(=O)(=O)N(C)C)cc1NC(=O)c1ccc(-n2cncn2)c([N+](=O)[O-])c1	-12%	.	-9%	-3%	1.9%
CCSc1nc(-c2cccs2)nc2ccccc12	-13%	-2%	13%	3%	i
CSc1nc(N)nc2c1ncn2CC(=O)NCCCc1ccccc1	-3%	.	10%	5%	0.9%
CCOC(=O)c1c(C)[nH]c(C)c1S(=O)(=O)N(C)CC(=O)Nc1ccccc1C	-4%	-5%	10%	-10%	1.8%
Cc1ccc(S(=O)(=O)N2CCC(=O)N(CCO)CC2)cc1	-3%	0%	-30%	1%	0.7%	inhibitors of VEEV 10K pilot screen=0.8
COc1ccc(-c2nc3ccc(N4CCN(C)CC4)cc3c(=O)[nH]2)cc1	-12%	-3%	-4%	10%	2.3%
CCOc1cc(/C=C\c2nc(O)c([N+](=O)[O-])c(=O)[nH]2)ccc1OC(C)C	-2%	3%	12%	-2%	0.5%
CCOc1ccccc1/C=N/Nc1nc2c(N)ncnc2n1[C@H]1O[C@@H](CO)[C@H](O)[C@@H]1O	0%	7%	-8%	-6%	0.5%
CCc1ccc(-c2ccc3nnc(SCC(=O)NCC4CCCO4)n3n2)cc1 (stereo not given)	-1%	2%	-17%	-6%	0.8%

An excerpt of the results above:
SMILES	H1N1 NS1A inhibition	PhoP GFP inhibition	tuberculosis growth	M. tuberculosis HTS	inhibitors of VEEV	others
Cc1ccc(S(=O)(=O)N2CCC(=O)N(CCO)CC2)cc1	-3%	0%	-30%	1%	0.7%	inhibitors of VEEV 10K pilot screen=0.8
COc1ccc(-c2nc3ccc(N4CCN(C)CC4)cc3c(=O)[nH]2)cc1	-12%	-3%	-4%	10%	2.3%
CCOc1cc(/C=C\c2nc(O)c([N+](=O)[O-])c(=O)[nH]2)ccc1OC(C)C	-2%	3%	12%	-2%	0.5%
CCOc1ccccc1/C=N/Nc1nc2c(N)ncnc2n1[C@H]1O[C@@H](CO)[C@H](O)[C@@H]1O	0%	7%	-8%	-6%	0.5%

Going on with the list.
SMILES	H1N1 NS1A inhibition	PhoP GFP inhibition	tuberculosis growth	M. tuberculosis HTS	inhibitors of VEEV	others
CN(c1cnn(-c2ccccc2)c(=O)c1Cl)n1cccc1	1%	9%	-6%	-2%	1.4%
O=C(NCc1ncc(C(F)(F)F)cc1Cl)Nc1ccccc1	-28%	-6%	-15%	-2%	2.4%
Cc1ccc(OCC(=O)N2CCOCC2)cc1C	0%	-4%	-23%	1%	i
Cc1cccc(C(=O)NCC(c2ccc(F)cc2)N2CCOCC2)c1 (stereo not given)	-2%	21%	11%	19%	0.1%
O=C1c2cccc3cccc(c23)N1Cc1cccc(F)c1	-25%	4%	14%	4%	0.3%
OCC1OC(Oc2cccc3ccccc23)C(O)C(O)C1O (stereo not given)	-14%	-1%	-6%	0%	0.2%
NS(=O)(=O)c1ccc(NC(=O)c2cccc3cc4ccccc4nc23)cc1	-5%	.	.	.	4.8%
CSCCC(NC(=O)c1cccc(C)c1)C(=O)Nc1sccc1C(N)=O (stereo not given)	3%	6%	-17%	6%	1.4%
CCN(CC)c1ccc(NC(=O)c2ccc(Cl)nc2)cc1	1%	8%	37%	-11%	1.0%
Cc1cc2nc(C3CCN(CC4COc5ccccc5O4)CC3)[nH]c2cc1C (stereo not given)	-15%	26%	?	15µM*	7.4%
CCOc1nc(-c2ccc(OC)cc2)ccc1-c1noc(-c2ccncc2)n1	2%	.	.	.	3.0%
COCCNC(=O)c1cc(S(=O)(=O)N2CCOCC2)ccc1SCc1cccc(OC)c1OC	4%	1%	-13%	-4%	1.2%
CCN1CCC2(CC1)N=C(c1ccc(F)cc1)C(=S)N2	-6%	20%	6%	-4%	1.3%
CCC(C)N1C(=O)/C(=C\c2cc3c4c(c2)CCCN4CCC3)C(=O)NC1=S (stereo not given)	8%	-2%	24%	4%	22%
CCn1cc(CN2CCN(CC(C)(C)C)C(CCO)C2)c2ccccc21 (stereo not given)	0%	0%	11%	-5%	i
O=C(CCCCl)OCc1cn(-c2ccc(Cl)cc2)nn1	.	4%	8%	?	1.4%
Cc1ccc(-c2nc3ccsc3c(=O)o2)cc1	-1%	4%	?	0.61µM*	1.2%
CC(C)n1c(N2CCN(C(=O)NCc3ccccc3)CC2)nc2ccccc21	8%	7%	11%	-1%	6.5%
O=C(NCc1cccnc1)C1CCCN1S(=O)(=O)c1ccc(Cl)cc1 (stereo not given)	0%	-4%	8%	8%	i
COc1cc2c(cc1OC)/C(=C/C(=O)c1ccccc1F)NCC2	2%	-11%	54%	9%	7.6%
COC(=O)c1ccccc1S(=O)(=O)N1CCC(NC(=O)C(Cc2cccc(OC)c2OC)NC(C)=O)CC1 (stereo not given)	6%	.	.	.	2.6%
Cc1ccnc(SCc2cn3c(C)cc(C)nc3n2)n1	-3%	2%	-9%	1%	0.2%
CCOC(=O)CSc1nnc(-c2ccccc2OC)o1	2%	-3%	?	?	3.5%
O=C(NCc1ccccc1Cl)C1CCCN(c2nc3ccsc3c(=O)s2)C1 (stereo not given)	.	0%	-5%	4%	.
CCN(CC)S(=O)(=O)c1ccc(C)c(NC(=O)CN2CCN(Cc3ccccc3)CC2)c1	-32%	11%	4%	9%	i
Cc1nc2[nH]onc2c2nccc(=O)c12	0%	9%	3%	-6%	i
O=C(CSC(=S)N1CCCCC1)Nc1ncc2c(n1)CC(c1ccco1)CC2=O (stereo not given)	.	-5%	22%	-4%	4.7%
CC(C)(C)C1CCC(=NNC(=O)C2COc3ccccc3O2)CC1 (stereo not given)	-3%	.	.	2%	1.3%
Cc1ccccc1S(=O)(=O)/N=C(/Nc1c(C)n(C)n(-c2ccccc2)c1=O)c1ccccc1	3%	5%	4%	-5%	0.5%
O=C(CCCSc1ccccc1)Nc1nc(-c2ccco2)c(-c2ccco2)s1	7%	2%	61%	1%	0.2%	inhibitors of VEEV 10K pilot screen=0.5
O=C(NCc1ccc(F)cc1)C1CCN(S(=O)(=O)c2ccc(Br)s2)CC1	-3%	-8%	15%	-7%	4.0%
CC(C)Oc1cccc(C(=O)C2CCCN(C(=O)CCc3cnn(C)c3)C2)c1 (stereo not given)	10%	-9%	2%	0%	6.8%
O=C(O)c1cn(-c2ccccc2)nc1-c1ccncc1	14%	15%	-7%	-2%	0.5%
C(=N\NC1=Nc2cccc3cccc1c23)/c1ccccc1	15%	-5%	8%	10%	1.3%
COc1ccc(-c2nn(-c3ccccc3)cc2CNC[C@H]2O[C@@H](n3cnc4c(N)ncnc43)[C@H](O)[C@@H]2O)cc1	-19%	.	11%	1%	0.7%

Bioassay records from PubChem BioAssay.
